Bioassay records as filed in PubChem BioAssay.
OX1R FRET antag – OX1R (human) antagonism; O43613; OX1R-expressing cells, FRET antagonist read-out; inhibition, % at 6.6 µM; actives 1.8% (n = 330,000); AID 485270; in the data active means inhibition mostly above about 38%, no sharp cut-off; inactive means mostly below about 40%;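 further: 0% = agonist challenge alone and 100% = reference antagonist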
Target sequence (O43613 whole entry, looked up): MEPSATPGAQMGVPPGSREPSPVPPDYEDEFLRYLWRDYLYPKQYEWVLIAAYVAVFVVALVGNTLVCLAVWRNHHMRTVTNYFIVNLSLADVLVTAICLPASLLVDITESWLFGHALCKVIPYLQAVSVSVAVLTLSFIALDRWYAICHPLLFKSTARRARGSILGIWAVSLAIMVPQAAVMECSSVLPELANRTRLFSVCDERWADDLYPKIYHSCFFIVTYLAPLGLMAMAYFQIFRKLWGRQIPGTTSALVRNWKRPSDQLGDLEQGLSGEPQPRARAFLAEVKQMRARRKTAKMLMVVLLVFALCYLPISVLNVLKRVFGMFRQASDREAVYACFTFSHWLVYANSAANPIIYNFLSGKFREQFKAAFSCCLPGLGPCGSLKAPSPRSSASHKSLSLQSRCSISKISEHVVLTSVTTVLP
STK33 kinase inh – human STK33 kinase inhibition. Q9BYT3. purified STK33, MBP phosphorylation, ADP-Glo luminescence. inhibition, % at 10 µM. actives 0.073% (n = 320,000);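 active means inhibition at or above 25%, using the most active replicate where run in duplicate; inactive means inhibition below 25%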
Target sequence (Q9BYT3 whole entry, looked up): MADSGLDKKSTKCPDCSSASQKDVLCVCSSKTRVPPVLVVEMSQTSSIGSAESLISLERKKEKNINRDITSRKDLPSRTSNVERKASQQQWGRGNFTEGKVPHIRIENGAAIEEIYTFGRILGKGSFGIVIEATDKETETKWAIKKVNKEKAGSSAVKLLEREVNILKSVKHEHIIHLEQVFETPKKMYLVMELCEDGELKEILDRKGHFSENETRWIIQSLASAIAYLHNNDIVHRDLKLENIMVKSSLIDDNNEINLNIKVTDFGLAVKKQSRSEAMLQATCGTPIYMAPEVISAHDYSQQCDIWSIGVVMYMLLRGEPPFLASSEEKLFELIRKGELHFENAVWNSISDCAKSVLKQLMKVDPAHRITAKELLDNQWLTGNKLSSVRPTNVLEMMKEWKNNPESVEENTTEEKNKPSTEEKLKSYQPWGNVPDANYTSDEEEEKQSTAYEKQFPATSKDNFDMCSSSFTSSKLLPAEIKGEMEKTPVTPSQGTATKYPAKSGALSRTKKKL
* = called active by the depositor; . = no result given. Random draw from the library, and some 1.8% of all compounds hit somewhere here.

Below each compound – OX1R FRET antag | STK33 kinase inh
Cc1noc(C)c1S(=O)(=O)N1CCN(C(c2ccccc2)c2ccc(Cl)cc2)CC1 (stereo unspecified)
→ 19.6 | -1.3
Cc1sc(NC(=O)c2ccccc2F)c(CN2CCCCC2C)c1C (stereo unspecified)
→ 8.5 | -0.4
NC(=S)N=Nc1c(O)n(C2OC(=O)c3ccccc32)c2ccccc12 (stereo unspecified)
→ 62.5 | -0.3
CC(C)(C)NC(=O)CCN(/N=C/c1ccccc1F)C1=NS(=O)(=O)c2ccccc21
→ 0.8 | -1.3
Fc1ccc(CNc2nc3ccccc3n3nnnc23)cc1
→ 10.5 | -1.4
Cc1cc(C)nc(SCC(=O)c2ccc([N+](=O)[O-])cc2)n1
→ 66.3 | 0.1
COc1ccc(CN2[C@@H](CC(=O)O)c3ccccc3S2(=O)=O)cc1
→ 2.7 | -0.7
CC(=O)Nc1ccc2oc(-c3ccccc3Br)nc2c1
→ 78.4* | -1.5
Cc1ccc2cccc(NC(=O)c3ccc(Br)o3)c2n1
→ 44.2 | 12.4
O=[N+]([O-])c1ccc(N2CCCCC2)s1
→ 100.7* | .
CCCC(=O)N(CCN(Cc1ccccc1)C(=O)CCC)Cc1ccccc1
→ 36.1 | -1.8
CCCCC1C2=C(CC(C)(C)CC2=O)OC2=C1C(=O)CC(C)(C)C2
→ 13.7 | -1.4
Cc1cccc(NC(=S)NCCSc2ccc(Cl)cc2)c1
→ 32.8 | -0.6
C=CC1=C(C(=O)O)N2C(=O)C(NC(=O)Cc3ccccc3)C2SC1 (stereo unspecified)
→ -0.2 | 0.2
Cc1ccc(NC(=O)c2ccnc(C(C)(C)C)c2)cc1
→ 19.4 | 2.2

More records follow.
Below each compound – OX1R FRET antag | STK33 kinase inh
C=CCNC(=S)NNc1ncnc2sc3c(c12)CC(C)(C)OC3
→ 13.9 | 1.9
COc1ccc(CNC(=O)CCn2nc(C)c3c(C)n(-c4ccccc4)nc3c2=O)c(OC)c1
→ 12.7 | -0.5
COc1ccc(NC(=O)c2c(N)no[n+]2[O-])cc1
→ 24.8 | 0.6
O=C(c1cc([N+](=O)[O-])ccc1Cl)N1CCN(Cc2ccc3c(c2)OCO3)CC1
→ 9.9 | -1.3
O=C(CNC(=O)c1cc2ccccc2o1)NCc1cccs1
→ 12.6 | 0.2
Oc1ccc(CN2CCCCC2)c2cccnc12
→ -0.3 | -1.5
O=S(=O)(NCCc1nnc2ccc(SCc3cccnc3)nn12)c1ccccc1
→ 7.6 | -0.9
Cc1cc(Cl)ccc1OCCCC(=O)N1CCN(S(=O)(=O)c2ccccc2)CC1
→ 15.4 | -1.1
Cc1cccc(OCC(=O)O/N=C(\N)c2ccccn2)c1C
→ 9.9 | -2.2
Cc1cccc(OCCCC(=O)Nc2ccc(S(=O)(=O)Nc3ncccn3)cc2)c1C
→ -3.4 | -0.8
C[C@H](CO)N1C[C@H](C)[C@@H](CN(C)S(=O)(=O)c2ccccc2)Oc2c(NC(=O)Cc3ccccc3)cccc2C1=O
→ 3.7 | 0.3
CC(/C=N/NC(=O)c1ccc(Cn2cc([N+](=O)[O-])cn2)o1)=C\c1ccccc1
→ -1.1 | 0.1
Cc1nn(C)c(N)c1[N+](=O)[O-]
→ 1.8 | 0.0
NC(=O)c1ccsc1NC(=O)C1CCCCC1
→ 28.4 | -2.2
CCOc1ccc(-c2nc3c(s2)CCc2onc(-c4ccc(OC)cc4)c2-3)cc1
→ 6.2 | -1.1

Following part
Below each compound – OX1R FRET antag | STK33 kinase inh
C[C@@H]1C=C(C(=O)N2CCN(Cc3ccccc3)CC2)O[C@H](OCc2ccc(CO)cc2)C1
→ 14.4 | 0.2
CC(C)c1c(C(=O)N/N=C/c2ccc(C(F)(F)F)cc2)nnn1-c1nonc1N
→ 12.9 | -2.2
CCCCC(=O)NNC(=S)NCc1ccccc1
→ 4.2 | 0.1
Clc1ccccc1-c1ncnc2ccc(Br)cc12
→ 36.5 | -0.5
COc1ccc(OC)c(CN(CCN2CCOCC2)S(=O)(=O)c2ccc(NC(C)=O)cc2)c1
→ 0.1 | 0.2
COc1ccccc1NC(=O)c1ccc(Br)o1
→ 4.7 | 7.6
O=C(NC1CCC(O)CC1)c1ccc2c(c1)S(=O)(=O)N=C1CCCCCN12 (stereo unspecified)
→ 8.9 | 0.5
O=C(CSc1nccn(-c2ccc(F)c(Cl)c2)c1=O)NC1CCCC1
→ 31.9 | .
COc1ccc(CC(=O)NNC(=O)COc2ccc(C)cc2)cc1S(=O)(=O)N1CCOCC1
→ 17.2 | -4.3
CCOc1ccc(NC(=O)NC2CC(=O)N(c3ccc(OC)cc3)C2)cc1 (stereo unspecified)
→ 5.3 | 0.0
O=C(CCC1N=C2c3ccccc3N=C(SCc3ccc(Cl)cc3)N2C1=O)NCc1ccco1 (stereo unspecified)
→ 7.3 | -0.1
CC(C)CNC(=S)NNC(=O)c1ccco1
→ 1.9 | 0.2
COC(=O)C1=C(C)N(CCCC(=O)O)C(=O)NC1c1ccc(-c2ccccc2)cc1 (stereo unspecified)
→ 33.9 | -0.5
O=C1CN(C(=O)COC(=O)CCCOc2ccccc2)c2ccccc2N1
→ 15.6 | -0.7
Cc1cccc(-n2c(-c3cccc([N+](=O)[O-])c3)nc3nc4ccccc4nc32)c1
→ 29.9 | -1.3

Later entries:
Below each compound – OX1R FRET antag | STK33 kinase inh
CCOC(=O)[C@@H]1[C@H]2COc3ccccc3[C@H]2N2C(=O)N(c3ccc(Cl)cc3)C(=O)[C@@]12C
→ 18.1 | -1.1
COc1ccc2cc(C(=O)N3CCOCC3)sc(=O)c2c1OC
→ 42.0 | -0.5
COC(=O)c1ccc(C(=O)NC2CCCN(Cc3ccc(Cl)cc3)C2)nc1 (stereo unspecified)
→ 17.1 | -2.0
COc1ccccc1N1C(=O)c2ccccc2NC1C(OC)OC (stereo unspecified)
→ 2.8 | 0.4
COC(=O)c1cc(NC(=O)COC(=O)C2COc3ccccc3O2)cc(C(=O)OC)c1 (stereo unspecified)
→ 6.0 | -0.8
CC(O)CNCCCOc1cccc(Oc2ccccc2)c1 (stereo unspecified)
→ 9.3 | -1.9
COc1ccc(CNC(=O)Cn2cnc3c(NCc4ccccc4)ncnc32)cc1
→ 4.8 | .
Nc1ncnc2c1ncn2[C@@H]1O[C@H](CNC(=O)[C@H](N)Cc2cscn2)[C@@H](O)[C@H]1O
→ 6.6 | .
CC(=O)Nc1ccc(OCC(O)CN2CCN(c3ccccc3Cl)CC2)cc1 (stereo unspecified)
→ 30.5 | -1.1
COc1ccccc1/C=C/C=N/n1c(-c2ccccc2)n[nH]c1=S
→ 34.0 | -1.3
COc1ccc(C(=O)COc2ccccc2C(N)=O)cc1
→ 20.1 | 0.4
CCCNC(=O)C(=O)c1cccn1-c1ccsc1C(=O)OC
→ 43.6 | 0.7
CN(Cc1cccs1)C(=O)c1cc(S(=O)(=O)N2CCOCC2)ccc1F
→ 5.6 | 0.2
COc1cc(C(CC(=O)N2CCN(c3ccccc3)CC2)c2c(OC)cc(OC)c3ccc(=O)oc23)cc(OC)c1OC (stereo unspecified)
→ 19.6 | -1.9
CCOC(=O)C1CCCN(C(=O)Cc2ccc(OC)c(OC)c2)C1 (stereo unspecified)
→ 7.2 | -1.1

Quoted from the listing.
Reading for COc1ccccc1/C=C/C=N/n1c(-c2ccccc2)n[nH]c1=S under OX1R FRET antag: 34.0
Reading for COC(=O)c1cc(NC(=O)COC(=O)C2COc3ccccc3O2)cc(C(=O)OC)c1 (stereo unspecified) under OX1R FRET antag: 6.0
Reading for COc1ccc2cc(C(=O)N3CCOCC3)sc(=O)c2c1OC under OX1R FRET antag: 42.0

Additional compounds follow.
Below each compound – OX1R FRET antag | STK33 kinase inh
COc1ccc(C(=O)Nc2ccc(/C(C)=N/NC(=O)c3ccccc3O)cc2)cc1OC
→ 29.8 | .
COC(=O)C1=CN(Cc2cccs2)C=C(C(=O)OC)C1c1cccc(Cl)c1
→ 2.4 | 0.2
CC(C)c1ccc(NC(=O)N2CCCC2C(=O)Nc2ccc(-n3cnnn3)cc2)cc1 (stereo unspecified)
→ 14.7 | -2.8
COc1ccc(NC(=O)c2cc(-c3cc(C)cc(C)c3O)n[nH]2)cc1Cl
→ 78.6* | 0.5
CCCC(=O)Nc1cc(=O)[nH]c2ncnn12
→ 4.4 | -0.3
CCC(NC(=O)CCc1c(C)c2cc3c(C)c(C)oc3cc2oc1=O)C(=O)N[C@@H](Cc1ccccc1)C(=O)O (stereo partly specified)
→ 10.6 | -0.6
O=C(COc1ccccc1)Nc1nonc1NC(=O)COc1ccccc1
→ 5.0 | -0.5
Cn1c(N)c(C(=O)COC(=O)c2ccc([N+](=O)[O-])o2)c(=O)n(C)c1=O
→ 104.7* | -1.0
CC1(C)Oc2ccc(C(=O)N3CCCC3)cc2N(CC(=O)NCc2ccccc2)C1=O
→ 33.3 | -2.3
CC1C(=O)C(C)C(c2ccc3c(c2)OCO3)NC1c1ccc2c(c1)OCO2 (stereo unspecified)
→ 28.2 | -0.4
Brc1ccc(OCc2nc3ccccc3[nH]2)cc1
→ 3.9 | 1.8
COc1cc(C2CC(=O)Oc3cc(C)c(Br)c(C)c32)cc(OC)c1OC (stereo unspecified)
→ 3.6 | .
Cc1nn(-c2ccccn2)c2c1-c1nc(N3CCOCC3)ncc1CC2
→ 15.9 | -1.5
Cc1ccc[n+](-c2nc([O-])sc2C=O)c1
→ 47.4 | -1.6
C=CCN(CC=C)C(=S)Nc1ccccc1
→ 9.0 | -0.5

Additional records:
Below each compound – OX1R FRET antag | STK33 kinase inh
Cc1ccccc1N(CC(=O)NCC1CCCO1)C(=O)CNS(=O)(=O)c1ccc(F)cc1 (stereo unspecified)
→ 33.8 | 0.2
CCOc1ccc(-c2ccc(SCc3ccccn3)nn2)cc1
→ 24.3 | 0.0
O=C(Nc1nc2n(n1)C(c1ccc(F)cc1)CC(c1ccccc1)N2)c1ccco1 (stereo unspecified)
→ 3.1 | 0.0
CCOC(=O)C1CCCCN1Cc1cn[nH]c1-c1ccc(F)cc1F (stereo unspecified)
→ 13.1 | -0.6
CC(=O)Oc1ccc(-c2csc(Nc3ccc(Cl)cn3)n2)cc1
→ -5.3 | -1.4
CCOC(=O)c1cnn(-c2nc(C)cc(C)n2)c1N
→ 5.9 | -1.0
CCOC(=O)N/N=C(\C)c1cccs1
→ 18.6 | -0.2
O=C(O)Cn1cc(/C=C2/SC(=O)N(CC(=O)N3CCCCCC3)C2=O)c2ccccc21
→ 25.4 | -0.8
COc1ccc(-n2c(=O)c3c4c(sc3n3c(=S)[nH]nc23)COC(C(C)C)C4)cc1 (stereo unspecified)
→ 22.7 | -1.1
Cc1cc(CSc2ccccc2C(=O)O)on1
→ 22.0 | -0.1
N#Cc1ccc(Oc2c(Cl)cncc2Cl)cc1
→ 6.2 | 0.4
CCc1ccccc1NC(=S)N(CCN1CCOCC1)C1CCN(C(C)=O)CC1
→ 8.4 | 0.1
O=C(c1sc2ccccc2c1Cl)N(Cc1cccs1)C1CCS(=O)(=O)C1 (stereo unspecified)
→ 4.4 | -0.3
Cc1cccc(C(CC(=O)NCCc2ccccc2)c2ccccc2)c1O (stereo unspecified)
→ 19.0 | -0.3
CN(C)c1nccc(Nc2ccccc2)c1C#N
→ 15.5 | -2.7

Profiles from above. Values in the order: OX1R FRET antag	STK33 kinase inh
Entry for Cc1ccccc1N(CC(=O)NCC1CCCO1)C(=O)CNS(=O)(=O)c1ccc(F)cc1 (stereo unspecified) = 33.8	0.2
Entry for CCOc1ccc(-c2ccc(SCc3ccccn3)nn2)cc1 = 24.3	0.0
Entry for O=C(c1sc2ccccc2c1Cl)N(Cc1cccs1)C1CCS(=O)(=O)C1 (stereo unspecified) = 4.4	-0.3
Entry for Cc1cc(CSc2ccccc2C(=O)O)on1 = 22.0	-0.1
Entry for CCc1ccccc1NC(=S)N(CCN1CCOCC1)C1CCN(C(C)=O)CC1 = 8.4	0.1

Two records picked at random from those above, as already listed:
Below each compound – OX1R FRET antag | STK33 kinase inh
O=C(NC1CCC(O)CC1)c1ccc2c(c1)S(=O)(=O)N=C1CCCCCN12 (stereo unspecified)
→ 8.9 | 0.5
CCC(NC(=O)CCc1c(C)c2cc3c(C)c(C)oc3cc2oc1=O)C(=O)N[C@@H](Cc1ccccc1)C(=O)O (stereo partly specified)
→ 10.6 | -0.6

The listing continues.
Below each compound – OX1R FRET antag | STK33 kinase inh
O=C(NCc1ccco1)C1CCCN(S(=O)(=O)c2ccc(-n3cnnn3)cc2)C1 (stereo unspecified)
→ 21.2 | 1.1
COc1ccc2[nH]c(=O)c(CN(c3ccccc3)S(=O)(=O)c3ccccc3)cc2c1
→ 31.9 | -1.0
COc1ccc(CNC(=O)CSc2nnc(-c3ccc(NC(C)=O)cc3)n2C)cc1
→ 9.2 | -2.1
COc1ccc(OC)c(-c2cc(C(=O)N3CCN(c4ccccc4)CC3)no2)c1
→ 2.2 | 0.4
O=C(NC(=S)N1CCCCC1c1cccnc1)c1ccccc1 (stereo unspecified)
→ 12.9 | 0.9
O=C1C=C(c2ccccc2Oc2ccccc2)C[C@@H](c2ccc3c(c2)OCO3)C1
→ 5.4 | -0.5
CC1=C(C(=O)NCc2ccccc2)C(c2ccccc2OCC(N)=O)NC(=O)N1 (stereo unspecified)
→ -2.6 | 0.1
Cc1ccc(C(=O)N/C(=C\c2cccs2)C(=O)N2CCOCC2)cc1C
→ 5.8 | 0.4
O=C(NCC(=O)N(c1ccc2c(c1)OCCO2)C(C(=O)NC1CCCC1)c1ccco1)c1ccco1 (stereo unspecified)
→ 15.8 | -2.6
O=C(NNC(=O)c1ccccc1-n1cccc1)c1cncc(Br)c1
→ 4.1 | -0.8
CCCNc1nc(Cl)nc(Nc2ccc(Cl)cc2)n1
→ 23.5 | -0.6
O=C(COC(=O)Cc1ccc(Cl)cc1)Nc1c(F)cccc1F
→ 9.7 | -0.8
CCC(=O)N(CC)C1=C(O)c2ccccc2C(=O)C1=O
→ 57.9* | -0.6
O=C(CNC(=O)c1ccc(Oc2ccccc2)cc1)OC1CCCCC1=O (stereo unspecified)
→ 38.9 | -0.2
COc1ccc(/C=N/NC(=O)c2ccccc2O)cc1Cn1cc(Cl)cn1
→ 50.3 | -1.3
COC(=O)c1ccc(C(=O)OC)c(NC(=O)CCc2ccc(C)o2)c1
→ 16.8 | -0.1
